# Insulin prom inh = TRM-6 insulin promoter activity inhibition; TRM-6 cells (human fetal islet line), insulin promoter-eGFP reporter, imaging; reporter expression induced with tamoxifen; inhibition, % at 2 µM; 130,000 tested, 0.9% active; AID 1273;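 active = inhibition above the mean plus 3 SD, with well images judged a real hit on visual review, cut at about 60% in these data, passing the limit was not always enough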
# sdo1 growth = compounds rescuing growth of sdo1-depleted yeast, bone marrow failure model | S. cerevisiae sdo1-depleted JHY4D growth rescue, OD600 30 h; active compounds read high; pdr5 snq2 efflux-pump mutant strain | z-score at 10 µM | 140,000 tested, 0.21% active;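 active = z-score above 3 at both the 24 hr and the 30 hr optical density reads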;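 also: z-score against mean and SD of all compound wells on the same plate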
# sdo1 growth Rescue 24 h = also measured in sdo1 growth; calls as there; z-score; S. cerevisiae sdo1-depleted JHY4D growth rescue, OD600; measured here: growth rescue at 24 h;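 0 is the plate mean of compound wells and units are plate SD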
# * = called active by the depositor; · = no result given; [ ] = dose if it differs, or a comment.
SMILES,Insulin prom inh,sdo1 growth,sdo1 growth Rescue 24 h
COc1ccc(C(=O)OC(C(=O)c2ccccc2)c2ccccc2)cc1 (stereo not given),10,-0.99,-1.1
Cc1cccc(NC(=O)CSCc2c(C)noc2C)c1C,·,2.1,0.08
O=c1[nH]nc(CNc2ccc(O)cc2)c2ccccc12,-107,0.9,0.67
CCOC(=O)C1CCN(S(=O)(=O)c2cccc(-c3cn4ccccc4n3)c2)CC1,·,-0.65,-1.2
C=CCNC(=O)C12CC3CC(C1)CC(C(=O)NCC=C)(C3)C2,38,-0.21,-0.86
COc1ccc(-n2cnc3cc([N+](=O)[O-])ccc32)cc1,-17,·,·
Cc1ccc(-c2cc(C(=O)N/N=C/c3c[nH]c4ccccc34)[nH]n2)cc1,-120,0.02,0.15
COc1ccnc(N=CNOCc2cccc(Cl)c2Cl)c1C#N,-29,0.2,0.66
COc1ccc(-c2nn(-c3ccccc3)cc2/C=N/NS(=O)(=O)c2ccccc2)cc1,·,-0.57,0.1
Cc1cccc(C)c1OCc1nnc(SCC(=O)Nc2nccs2)n1-c1ccccc1,21,-1.1,-0.85
O=C(NC(=S)Nc1ccc(S(=O)(=O)N2CCCCCC2)cc1)c1cccs1,4,-0.01,1.4
CC(=O)N1CCN(C(C)=O)C1c1ccccc1,50,0.59,2.3
CCCCOC(=O)Nc1nnc(CCc2ccccc2)s1,·,0.67,0.2
COc1cccc(C(=O)C2CCCN(Cc3cn(CC(N)=O)c4ccccc34)C2)c1 (stereo not given),-6,·,·
Cc1noc(C)c1S(=O)(=O)N1CCC(C(=O)N2CCN(C3CCCC3)CC2)CC1,·,2.6,1.8
COC(=O)c1ccc(COC(=O)c2ccc(N(C)C)cc2)cc1,16,-0.34,0.69
CCCn1c(=NC(C)=O)c(C#N)cc2c(=O)n3cccc(C)c3nc21,36,·,·
COC(=O)c1nn(-c2ccccc2)c(Sc2ccc(OC)cc2)c1/C=N/O,-23,-0.25,-0.88
CCC1CCCCN1CCCNC(=O)c1ccc(N2CCOCC2)c(NS(=O)(=O)c2ccc(OC)cc2)c1 (stereo not given),42,·,·
COc1ccc(CNC(=O)CSc2nnc(C)s2)cc1,13,2.2,2.6
CCN(CC)S(=O)(=O)c1ccc(C(=O)NCc2n[nH]c(=S)n2-c2ccccc2OC)cc1,-50,0.84,0.12
Cc1cc(C)cc(N(C(C)C(=O)NCCC2=CCCCC2)S(C)(=O)=O)c1 (stereo not given),-33,-1.1,-0.77
COc1ccc(/C=C2\SC(=O)N(CCNC(=O)CCS(=O)(=O)c3ccc(C)cc3)C2=O)cc1,·,-0.25,-0.08
COc1ccc(C)cc1-n1nnnc1SC/C(O)=C(\C#N)c1nc2ccccc2[nH]1,50,-0.14,0.12
O=C(CNC(=O)c1ccco1)OCC(=O)c1ccc(Cl)cc1Cl,42,·,·
CN(c1ccc(OCC(=O)OCC(=O)c2c(N)n(C)c(=O)n(C)c2=O)cc1)S(=O)(=O)c1ccc2ccccc2c1,50,·,·
Cc1ccc(C)c(Cn2nnc3c(=O)[nH]c(C(=O)Nc4ccc(F)cc4)nc32)c1,-44,·,·
CC(=O)c1cc(C)ccc1OC(=O)c1ccco1,50,-0.07,-0.39
CCSc1nnc(-c2ccccc2N=Cc2c(C)[nH]n(-c3ccccc3)c2=O)c(=O)[nH]1,27,0.48,-0.3
CC(C)Nc1ncnc2c1cnn2-c1ccc(Cl)cc1,40,-1.1,-0.98

# Nothing new here: an excerpt of the list.
SMILES,Insulin prom inh,sdo1 growth,sdo1 growth Rescue 24 h
CCN(CC)S(=O)(=O)c1ccc(C(=O)NCc2n[nH]c(=S)n2-c2ccccc2OC)cc1,-50,0.84,0.12
Cc1cc(C)cc(N(C(C)C(=O)NCCC2=CCCCC2)S(C)(=O)=O)c1 (stereo not given),-33,-1.1,-0.77
COc1ccc(/C=C2\SC(=O)N(CCNC(=O)CCS(=O)(=O)c3ccc(C)cc3)C2=O)cc1,·,-0.25,-0.08
COc1ccc(C)cc1-n1nnnc1SC/C(O)=C(\C#N)c1nc2ccccc2[nH]1,50,-0.14,0.12
O=C(CNC(=O)c1ccco1)OCC(=O)c1ccc(Cl)cc1Cl,42,·,·

# Other records
SMILES,Insulin prom inh,sdo1 growth,sdo1 growth Rescue 24 h
CCc1ccccc1NC(=O)CN(c1cccc(OC)c1)S(C)(=O)=O,-49,0.63,0.43
Cc1cc(C)n(Cc2cnc(N3CCOCC3)s2)n1,55,·,·
O=c1[nH]n(-c2ccccc2)c(=O)c2ccccc12,·,0.77,0.07
COc1ccc2cc(C3(C)NC(=O)N(CC(=O)NCCC4=CCCCC4)C3=O)ccc2c1 (stereo not given),·,-0.8,-0.86
CCc1nc2ccccc2n1Cc1ccc(F)cc1,13,·,·
CCOC(=O)N1CCN(C(=O)c2ccccc2CCc2ccccc2)CC1,-93,-0.99,-1.1
COc1cc(C)c(S(=O)(=O)N2CCN=C2c2ccccc2)cc1C,-26,-0.65,-1.1
CC(=O)Nc1ccc(OCC(O)Cn2c3ccccc3c3ccccc32)c(C)c1 (stereo not given),·,-2.5,-2.1
COc1ccc(S(=O)(=O)N2CC=C(C(=O)Nc3ccc(NC(C)=O)cc3)CC2)cc1,-11,·,·
Nc1ccc2oc3ccc(N)cc3c(=O)c2c1,·,0.95,0.8
Cc1cccc2cc(CN(Cc3ccc(F)cc3)C(=O)N(C)C)c3nnnn3c12,·,-0.79,-0.73
Cn1c(=O)oc2cc(S(=O)(=O)N3CCC(C(=O)N4CCN(c5ccccc5)CC4)CC3)ccc21,·,-0.39,-0.85
NC(=O)C1CCN(C(=O)c2ccc(Oc3ccccc3)cc2)CC1,-11,0.3,-0.39
COCc1cc(=O)n2[nH]c(C)cc2n1,·,0.73,-0.18
Cc1ccc(Cn2cc(C(=O)c3ccc(F)cc3)c(=O)c3cc4c(cc32)OCCO4)cc1,-65,-1.2,0.18
CCOc1ccccc1OCC(=O)NNC(=S)NC1CCCCC1,-26,·,·
Cc1cccc(C)c1N1CCN(S(=O)(=O)c2ccc(F)cc2)CC1,-462,-1.7,-1.3
N#Cc1c(N)nc2c3c(sc(=N)c2c1N)NC(=O)CC3c1ccccc1Cl (stereo not given),-9,0.45,0.63
Cc1cc(Cl)ccc1Oc1nc(-c2ccccc2)ncc1S(C)(=O)=O,33,-2.2,-1.4
C=CCn1c(SCC(=O)NCC(=O)OCC)nnc1-c1cccc(OC)c1,·,1.9,1.6
O=C(Nc1cccc2ccccc12)c1cn(-c2ccccc2)nc1-c1cccs1,-8,0.57,0.69
Cc1noc(C(=O)NCc2cccnc2)c1Cl,·,-0.45,-0.46
O=C1CN(C(=O)c2cnccn2)c2ccccc2N1,·,0.87,0.74
c1ccc2c(c1)ncn2CCCCOc1ccc2c(c1)CCC2,-31,-1.8,-0.44
O=c1cc[nH]c2cc(C(F)(F)F)ccc12,38,0.51,0.71
CCOC(=O)CC(C#N)c1c[nH]c2ccccc12 (stereo not given),3,0.29,-0.45
CC/C(=N\NC(=O)Nc1ccccc1)c1ccccc1,6,0.37,0.35
OCC(O)CSc1nc(-c2ccccc2)nc2c1CCC2 (stereo not given),-28,1.6,1.4
Cc1nn(CC(=O)NCCN2CCOCC2)c(=O)c2ccccc12,-79,0.55,0.14
O=C(CSc1nnc(-c2ccccn2)n1Cc1ccccc1)NC1CCCC1,·,-1,-1.6

# Part of the list above, set out differently.
SMILES | Insulin prom inh | sdo1 growth | sdo1 growth Rescue 24 h
COc1ccc(S(=O)(=O)N2CC=C(C(=O)Nc3ccc(NC(C)=O)cc3)CC2)cc1 | -11 | · | ·
CCN(CC)S(=O)(=O)c1ccc(C(=O)NCc2n[nH]c(=S)n2-c2ccccc2OC)cc1 | -50 | 0.84 | 0.12
Nc1ccc2oc3ccc(N)cc3c(=O)c2c1 | · | 0.95 | 0.8

# Continuation.
SMILES,Insulin prom inh,sdo1 growth,sdo1 growth Rescue 24 h
O=S(=O)(Nc1nccs1)c1ccc(NS(=O)(=O)c2cccs2)cc1,3,-0.06,-1.8
CCN(CC)C(=O)CSc1nnc(CCNC(=O)OC(C)(C)C)o1,12,1.9,2
COc1ccc(C2C(C(=O)N3CCN(C)CC3)c3ccccc3C(=O)N2C2CCCCC2)cc1 (stereo not given),·,1.1,1.1
CCN(CC)c1ccc(/C=N/NC(=O)Nc2nonc2N)cc1,-31,0.27,0.07
COc1ccc(NS(=O)(=O)c2ccc(N/N=C/c3ccc(N4CCOCC4)cc3)c([N+](=O)[O-])c2)cc1,54,0.75,3.7
CCOc1ccc(-n2c(C)nc3cc(C(=O)NCCN4CCOCC4)ccc32)cc1,-37,-0.17,-0.43
COC(=O)c1sc(NC(=O)CCCn2nc([N+](=O)[O-])cc2C)c(C(=O)OC)c1C,·,-0.83,-1.5
CCOC(=O)Cn1nc(/C=C/c2ccc(C)cc2)ccc1=O,19,0.15,0.1
COC(=O)c1c(NC(=O)CN(c2ccc(C)c(C)c2)S(C)(=O)=O)sc2c1CCCC2,12,0.03,-0.06
CCOc1cc(C=O)ccc1OCCCN1C(=O)NC(C)(C)C1=O,-423,0.18,-0.65
O=[N+]([O-])c1cccc(C(=Nc2ccccc2Cl)NO)c1,-37,-0.09,-0.73
Nc1nnc(SCc2cccc(C(F)(F)F)c2)s1,·,0.6,0.13
CCOC(=O)c1ccc2c(c1)C1C=CCC1C(C(=O)O)N2 (stereo not given),·,0.5,2.8
COc1ccc(/C(N)=N/OC(=O)c2ccc3c(c2)OCO3)cc1,·,-2.4,-2.7
Cc1cc(C)n(-c2ccc(C(C)C)cc2)c(=O)c1C#N,32,·,·
Cc1ccc(NC(=S)NCC(C)C)cc1,25,0.33,0.13
COc1ccc(-c2nnc(SCCC(=O)O)n2-c2ccccc2)cc1OC,-7,0.68,0.68
Cn1c(SCCOc2ccccc2Cl)nnc1-c1cccs1,-7,-0.24,-0.31
N#CC1=C(N)N(c2ccccc2)C(c2cccc([N+](=O)[O-])c2)C1(C#N)C#N (stereo not given),-5,0.14,-0.44
CCCCC(=O)Nc1ccc(NC(=O)C2CC2)cn1,18,0.22,0.26

# A draw from above in order of molar mass, rising.
SMILES,Insulin prom inh,sdo1 growth,sdo1 growth Rescue 24 h
CCCCC(=O)Nc1ccc(NC(=O)C2CC2)cn1,18,0.22,0.26
Cc1cccc(NC(=O)CSCc2c(C)noc2C)c1C,·,2.1,0.08
Cc1ccc(C)c(Cn2nnc3c(=O)[nH]c(C(=O)Nc4ccc(F)cc4)nc32)c1,-44,·,·
COC(=O)c1sc(NC(=O)CCCn2nc([N+](=O)[O-])cc2C)c(C(=O)OC)c1C,·,-0.83,-1.5

# (list continues)
SMILES,Insulin prom inh,sdo1 growth,sdo1 growth Rescue 24 h
CCc1c(C)c2ccc(OCC(=O)OC(C)C)c(C)c2oc1=O,-32,-0.59,0.21
c1ccc(N2CCN(c3nc4cc5c(cc4s3)OCO5)CC2)cc1,·,-0.58,0.98
CC(C)(C)NC(=O)c1cc(C(C)(C)C)c(O)c(C(C)(C)C)c1,-3,-0.54,-0.69
O=C(OCc1ccccc1)C1=NNC2C(=O)N(c3ccccc3)C(=O)C12 (stereo not given),·,1.2,0.84
Cc1ccc(NC(=O)CSCc2ccco2)cc1,43,·,·
O=C(CN1C(=O)NC2(CCOc3ccccc32)C1=O)Nc1cccc(Cl)c1 (stereo not given),27,·,·
Cc1ccccc1OCCCCn1cnc2ccccc21,-30,-1.6,-0.73
COc1ccccc1C(CC(=O)Nc1ccc(Cl)cc1)c1ccc(OC(C)C)cc1 (stereo not given),-41,-0.52,-0.7
O=C(NCC(=O)N(c1ccc2c(c1)OCO2)C(C(=O)NC1CCCC1)c1cccs1)c1ccco1 (stereo not given),-48,0.92,0.03
O=C(CN1CCCCC1)N1CCN(C(=O)CN2CCCCC2)CC1,·,0.25,0.36
Cc1ncc(CO)c(/C=N/N=C/c2ccccc2O)c1O,·,0.35,0.98
COc1ccc(C(=O)N2CCOC2CNC(=O)C(=O)NCc2ccco2)cc1 (stereo not given),0,·,·
O=C(CCc1ccccc1)OCC(=O)c1ccc([N+](=O)[O-])cc1,11,·,·
COC(=O)Nc1ccc(S(=O)(=O)N2CCC(C(=O)N3CCC(C)CC3)CC2)cc1,17,·,·
CN(C)c1ccc(C=C(c2nnnn2-c2ccccc2)c2nnnn2-c2ccccc2)cc1,-42,-0.59,0.54
CC12CCC(C(=O)NCc3ccco3)(OC1=O)C2(C)C (stereo not given),·,1.1,-0.61
CCCn1cnc2cc(NCc3cccc(OC)c3O)ccc21,·,0.99,1.1
COC(=O)c1sccc1NC(=O)CSCCc1ccncc1,-50,·,·
CN(C)S(=O)(=O)Nc1ccc(NS(=O)(=O)N(C)C)c(S(=O)(=O)c2ccccc2)c1,·,-0.19,-1.4
COc1ccc(-c2cc(C(F)(F)F)n3nc(C(=O)NCc4ccco4)cc3n2)cc1OC,13,-2.1,-1.6
Oc1c(Cl)cc(Cl)cc1C=Nc1ccc2c(c1)OCCO2,33,0.13,-0.21
COC(=O)c1ccc(/C=C(\C#N)C(=O)NC(C)c2ccccc2)cc1 (stereo not given),·,-1.8,-1.6
CCOC(=O)c1cccc(NC(=O)Nc2cc(OC)ccc2OC)c1,-148,0.54,-0.73
Cc1ccc(S(=O)(=O)C2(S(=O)(=O)c3ccc(C)cc3)CCCC2)cc1,19,0.03,-0.28
COc1ccccc1N1CCN(C(=O)COc2cc(C)ccc2C)CC1,-11,-0.61,-0.9
CCOC(=O)c1cc(-c2ccncc2)nc2c1c(C)nn2-c1ccccn1,0,-0.67[4.6 µM],-0.29
COc1ccc(CCNC(=O)C(C(=O)c2ccc(F)cc2)n2ccccc2=O)cc1OC (stereo not given),43,1.1,1.3
NC(=O)c1ncn([C@@H]2O[C@H](CO)[C@@H](O)[C@H]2O)n1,52,1.1,1.2

# Screens: PubChem, several laboratories

# An excerpt; rates above refer to the full screens.
